From PubChem
mcGAS MS inh = inhibitors of Mus musculus cyclic GMP-AMP synthase, initial high-throughput assay, cell-free, RapidFire MS; Q8C6L5; AID 1259397, 2018; inhibition, % at 12.5 µM; recombinant mouse cGAS, cGAMP by RapidFire MS; 0.18% of 130,000 active;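 active = inhibition of cGAS enzyme activity at or above 60%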;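 also: enzyme stimulated by 45 bp dsDNA with ATP and GTP substrates; cGAMP share of summed cGAMP plus half ATP and half GTP signals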
Target sequence (Q8C6L5 whole entry, looked up): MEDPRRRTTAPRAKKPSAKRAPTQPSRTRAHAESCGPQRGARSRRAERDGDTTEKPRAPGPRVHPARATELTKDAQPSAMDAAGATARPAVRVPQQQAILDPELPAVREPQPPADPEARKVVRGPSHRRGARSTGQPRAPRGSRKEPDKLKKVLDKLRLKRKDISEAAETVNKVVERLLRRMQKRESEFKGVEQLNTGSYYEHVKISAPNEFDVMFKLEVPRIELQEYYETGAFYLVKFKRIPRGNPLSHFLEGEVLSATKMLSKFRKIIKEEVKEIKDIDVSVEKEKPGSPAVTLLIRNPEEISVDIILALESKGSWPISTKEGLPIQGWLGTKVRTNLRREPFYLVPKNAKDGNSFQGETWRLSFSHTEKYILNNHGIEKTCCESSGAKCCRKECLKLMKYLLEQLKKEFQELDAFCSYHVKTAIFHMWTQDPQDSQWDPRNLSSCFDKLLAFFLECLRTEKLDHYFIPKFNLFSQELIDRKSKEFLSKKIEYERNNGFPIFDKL
* hit, by the source's call; & = joins results of further samples. A portion of the library, so the mix of outcomes need not match the whole.

mcGAS MS inh	compound
-21	Cc1cnc(-n2cnnc2)c(-c2cc(O)cc(CCC3CCCCN3)c2)c1 (stereo unspecified)
0	COC(=O)c1ccc2c(c1)nc(N1C[C@H]3C[C@H](C1)[C@@H]1CCCC(=O)N1C3)n2C
-3	Cc1ccc(S(=O)(=O)N=C(Nc2nc(C)cc(C)n2)Nc2ccccc2C)cc1
2	CNC(=O)Cc1noc(-c2cnn(-c3ccccc3)n2)n1
3	Cn1cnnc1SCc1noc(C(C)(C)C)n1
-2&-1	O=C(Nc1ccc(Oc2ccccc2)nc1)C1CCN(C(=O)[C@@H]2C[C@@H]3C=C[C@H]2C3)CC1
-4	NC(=O)C(NC(=O)C1Cc2ccccc2S1)c1ccccc1F (stereo unspecified)
-7	CN(CC(=O)Nc1cccc(F)c1)C(=O)C1=Cc2ccccc2OC1
-8	CCN1CCN(C(=O)NC(c2ncc(C)s2)C2CC2)CC1 (stereo unspecified)
-6	NC(=O)c1ccc(CSCc2cccc(F)c2)cc1
-7	O=C(CN1CCN(C(=O)C2CC2)CC1)Nc1ccc(Cl)cc1
-10	Cc1cccn2c(=O)c(C=Nc3ccc(Cl)cc3)c(NCc3ccccc3)nc12
-5	CC(C)Nc1nc2nonc2nc1NCc1ccccc1
2	CC(=O)Nc1ccc(CN2C(=O)C(C)ON=C2c2ccc(N(C)C)cc2)cc1 (stereo unspecified)
-7	CNC(=O)c1ccc(Cn2cnc3nc(SC)sc3c2=O)cc1
-12	CC(=O)N1N=C(c2ccccc2Cl)OC1C(=O)NCCc1c(C)[nH]c2ccccc12 (stereo unspecified)
-12	Cc1ccccc1CN1c2ccccc2C[C@H]1C(N)=O
18	N#Cc1c(SCC(=O)NCc2ccccc2)sc2c(=O)[nH]c(=O)[nH]c12
-15	C/C(=N\N1CCOCC1)c1c(C)nc(-c2ccco2)[nH]c1=O
-14	COc1ccc(CN2CCN(C(=O)c3ncc[nH]3)CC2=O)cc1
4	COc1cc(/C=C(\C#N)c2nn(-c3ccccc3)c(N)c2C#N)cc(Br)c1OCC#N
-7	O=C(CN1CCN(c2ncccn2)CC1)Nc1cnc2n1CCCC2
-50	CN(C)/C=C1\CCn2cnc(=O)c(C#N)c21
2	CN(CCO)c1nc(N)c(C#N)c(CC#N)c1C#N
91*	COC(=O)c1nc2n(n1)-c1ccccc1S(=O)(=O)N2
-3	Cc1cc(C)c(Cn2c(CO)nc3ccccc32)c(C)c1
-16	CC1=C(C(=O)NCc2snnc2C(C)C)C(C)NC(=O)N1 (stereo unspecified)
-1	C1CCC(N2NC2C2NN2C2CCCCC2)CC1 (stereo unspecified)
46	COc1cc(OC)cc(C(=O)Nc2nc3ccc(OC)cc3s2)c1
-19	Cc1ccccc1OC1CN(C(=O)CSc2ncccn2)C1
-8	CCC(=O)Nc1ccc(SCC(=O)Nc2ccc(C)c(F)c2)nn1
-4	Cc1ccc(CNC(C)C)c(C)c1

Nothing new here: 25 of the compounds above.
mcGAS MS inh	compound
-21	Cc1cnc(-n2cnnc2)c(-c2cc(O)cc(CCC3CCCCN3)c2)c1 (stereo unspecified)
0	COC(=O)c1ccc2c(c1)nc(N1C[C@H]3C[C@H](C1)[C@@H]1CCCC(=O)N1C3)n2C
-3	Cc1ccc(S(=O)(=O)N=C(Nc2nc(C)cc(C)n2)Nc2ccccc2C)cc1
2	CNC(=O)Cc1noc(-c2cnn(-c3ccccc3)n2)n1
3	Cn1cnnc1SCc1noc(C(C)(C)C)n1
-2&-1	O=C(Nc1ccc(Oc2ccccc2)nc1)C1CCN(C(=O)[C@@H]2C[C@@H]3C=C[C@H]2C3)CC1
-4	NC(=O)C(NC(=O)C1Cc2ccccc2S1)c1ccccc1F (stereo unspecified)
-7	CN(CC(=O)Nc1cccc(F)c1)C(=O)C1=Cc2ccccc2OC1
-8	CCN1CCN(C(=O)NC(c2ncc(C)s2)C2CC2)CC1 (stereo unspecified)
-6	NC(=O)c1ccc(CSCc2cccc(F)c2)cc1
-7	O=C(CN1CCN(C(=O)C2CC2)CC1)Nc1ccc(Cl)cc1
-10	Cc1cccn2c(=O)c(C=Nc3ccc(Cl)cc3)c(NCc3ccccc3)nc12
-5	CC(C)Nc1nc2nonc2nc1NCc1ccccc1
2	CC(=O)Nc1ccc(CN2C(=O)C(C)ON=C2c2ccc(N(C)C)cc2)cc1 (stereo unspecified)
-7	CNC(=O)c1ccc(Cn2cnc3nc(SC)sc3c2=O)cc1
-12	CC(=O)N1N=C(c2ccccc2Cl)OC1C(=O)NCCc1c(C)[nH]c2ccccc12 (stereo unspecified)
-12	Cc1ccccc1CN1c2ccccc2C[C@H]1C(N)=O
18	N#Cc1c(SCC(=O)NCc2ccccc2)sc2c(=O)[nH]c(=O)[nH]c12
-15	C/C(=N\N1CCOCC1)c1c(C)nc(-c2ccco2)[nH]c1=O
-14	COc1ccc(CN2CCN(C(=O)c3ncc[nH]3)CC2=O)cc1
4	COc1cc(/C=C(\C#N)c2nn(-c3ccccc3)c(N)c2C#N)cc(Br)c1OCC#N
-7	O=C(CN1CCN(c2ncccn2)CC1)Nc1cnc2n1CCCC2
-50	CN(C)/C=C1\CCn2cnc(=O)c(C#N)c21
2	CN(CCO)c1nc(N)c(C#N)c(CC#N)c1C#N
91*	COC(=O)c1nc2n(n1)-c1ccccc1S(=O)(=O)N2

(next part)
mcGAS MS inh	compound
11	CCOC(=O)c1c(NC2=NS(=O)(=O)c3ccccc32)sc2c1CCC(C)C2 (stereo unspecified)
-10	CC(=O)Oc1ccc(CN2C(=O)C(CCc3ccccc3)ON=C2c2cnccn2)cc1 (stereo unspecified)
4	N#Cc1cc2c(nc1SCC(=O)N1CCOCC1)CCC2
1	Cn1c(=O)[nH]c(=O)c2c1nc(N1CCN(CCO)CC1)n2Cc1ccccc1F
-1	CCC(C1=NN2C(=N)/C(=C\c3ccc(C)o3)C(=O)N=C2S1)c1ccccc1 (stereo unspecified)
-3	O=C(C1CC2(CCNCC2)CN1)N(CCN1CCOCC1)Cc1ccco1 (stereo unspecified)
13	O=C(NCc1ncn[nH]1)C1CC1c1ccc(Cl)cc1 (stereo unspecified)
-6	CC(NC(=O)C1CC1C)c1cccc(Br)c1 (stereo unspecified)
-6	CC(C)Cc1ccc(CN2CCCC(NC(=O)Cc3cnc4ncnn4c3)C2)cc1 (stereo unspecified)
9	CNc1ccc(S(C)(=O)=O)cc1
-5	CCS(=O)(=O)c1ncc(CN2CCN(c3cnccn3)CC2)n1CCc1ccccc1
-8	COc1cccc(-c2noc(-c3ccc(NCCSC)nc3)n2)c1OC
-5	CN(Cc1cscn1)C(=O)CCc1ccc(Br)cc1F
-13	Cc1c(CN2CCCC(Nc3cccc(F)c3)C2)cnn1C (stereo unspecified)
3	Cc1ccc(NC(=O)CSc2c(C)c(C)cc(C)c2C)cc1S(N)(=O)=O
-5&-2	COc1ccc(C(=O)NCCCn2cccn2)cc1OC1CCN(C(C)=O)CC1
-3	Cc1noc(C)c1CCC(=O)Nc1ccc2oc3ccccc3c2c1
-8	CCN(CC)CCNC(=O)Cn1c(-c2ccc3c(c2)c2ccccc2n3CC)nc(C)c1C
1	CCN(CC(=O)NCc1cccs1)S(=O)(=O)c1ccc2c(c1)CC(=O)N2
-6	CN(C)CCn1c(=O)oc2ccc(NC(=O)COc3ccc(F)cc3)cc21
3	CN(C)c1ccc(/C=C2/CCCCC2=O)cc1
8	COc1ccc(-c2csc(C(NC(C)=O)c3ccc(F)c(F)c3)n2)cn1 (stereo unspecified)
-10&0	O=C(O)C1CCN(S(=O)(=O)c2cccs2)CC1
7	COc1cccc(CN(C)Cc2nc3scc(-c4ccc(F)cc4)c3c(=O)[nH]2)c1OC
-3	Cc1ccccc1Cn1c(C)c(C(=O)NCc2ccc(C#N)cc2)sc1=O
1	CCCN(CCS(C)(=O)=O)C1CC(OCC)C1(C)C (stereo unspecified)
-7	Cc1cn2c3c(=O)n(C)c(=O)n(C)c3nc2n1Cc1ccc(Br)cc1
-7	COc1ccc(CN2CCCC(COc3ccc(C)cc3)C2)cc1CO (stereo unspecified)
-8	Cc1ccn2cc(-c3ccc(F)cc3)nc2c1
-11	CCOC(=O)C1(Cc2cccc(OC)c2)CCN(C(C)CCn2cccn2)CC1 (stereo unspecified)
-10	CCc1c2c(=O)n(-c3ccc(OC(F)(F)F)cc3)[nH]c2cc(=O)n1CCCN1CCOCC1
-4	CCC(C)Oc1cccc(NC(=O)N2CCC(n3cncn3)CC2)c1 (stereo unspecified)
-3	Cc1cc(C)cc(N2CCCn3c2nc2c3c(=O)n(CC(C)C)c(=O)n2C)c1
0	CNS(=O)(=O)c1cc(-c2nnc(Nc3ccc(C)cc3C)c3ccccc23)ccc1C
2	CC(c1ccccc1)N1C(=O)c2ccccc2NC1c1ccc(C#N)cc1 (stereo unspecified)
-12	O=C(NCC1(c2ccccc2)CCOCC1)c1ccc2nc(C3CC3)oc2c1
-20	CCN(Cc1ccccc1F)C(=O)c1csc(C(C)=O)c1
-42	COc1ccc(C(NCc2ccc(S(C)=O)cc2)C2CC2)cc1 (stereo unspecified)
-4	O=C(COc1ccc(-n2ccnc2)cc1)NC12CC3CC(CC(C3)C1)C2
-11	Cc1cc2cccc(C(=O)NCC3(O)CCCNCC3)c2o1 (stereo unspecified)
-8	C=CCN1C=CC(=CC=C(C#N)C#N)C=C1
-11	COc1cccc(-c2noc(-c3cc(C(C)C)[nH]n3)n2)c1OC
-4	Cc1nc2cc(F)c(F)cc2n1Cc1csc(C(C)C)n1
-9	Cc1ccc(C)c(Cn2c(C)c(C)n3c4c(=O)n(C)c(=O)n(C)c4nc23)c1
2	O=C(Nc1ccc2c(c1)OCO2)Nc1ccc2c(c1)OCO2
-2	Clc1ccccc1CNCc1ccc(C2OCCO2)cc1
-24	N[C@@H]1CC[C@@H](NS(=O)(=O)c2c(Cl)nc3sccn23)C1
-16	O=C(c1ccc(Oc2ccccc2)o1)N1CC(c2cccnc2)C1
-12	CCCN1CCC(Cc2noc([C@H]3[C@@H]4C=C[C@@]5(CN(C)C(=O)[C@@H]35)O4)n2)CC1
-3	Cc1cn2c3c(=O)[nH]c(=O)n(C)c3nc2n1CC(C)C
-8	CCC(CO)(CO)NCc1csc(-c2cccs2)n1
-7	C=Cc1ccc(Cn2c(C)c(C(=O)NCc3ccc([N+](=O)[O-])cc3)sc2=O)cc1
-13	Cc1cc(I)ccc1Nc1c(C(=O)NOCC2CC2)cc(F)c(F)c1F
-5	Cn1cccc(NC(=O)C2(c3ccc(Cl)cc3)CCC2)c1=O
-7	O=c1cc(CN2CCc3ccccc32)c2cc3c(cc2o1)CCC3
-22	CC(C)c1nccn1Cc1nc2ccccc2c(=O)[nH]1

Next entries follow:
mcGAS MS inh	compound
1	O=C1CC2(CCN(C(=O)c3ccc(=O)n(Cc4ccccc4)c3)CC2)Oc2ccccc21
-6	CCN1CCC(=NNC(=O)c2ccco2)CC1
-11	Cc1nc(COc2ccccc2/C=C/C(=O)N2CCCCCCC2)cs1
0	CCNc1cc(NCCNC(=O)Nc2ccc(OC)cc2C)nc(C)n1
-10	CC1CN(S(=O)(=O)c2ccc(S(N)(=O)=O)cc2)CC(C)O1 (stereo unspecified)
-9&1	Cc1ccc(OCc2cc(C(=O)N3CCCC3c3nc4ccccc4s3)no2)cn1 (stereo unspecified)
-3	C#CCN1CCN(C(=O)C2CSc3ccccc32)CC1 (stereo unspecified)
-9	CC(C)C(CNc1ccc2nccn2n1)N1CCOCC1 (stereo unspecified)
-18	O=C(NCCc1nc(-c2ccccn2)no1)c1ccc2ncsc2c1
-5	O=C(COc1ccccc1C(=O)NC1CCSCC1)Nc1ccccc1F
-7	CC(C)CNC(=O)C1(C)CCCCCN1Cc1ccccc1-c1ccccc1 (stereo unspecified)
6	CCOc1ccccc1-c1nc(CN2CCCCC2COC)c(C)o1 (stereo unspecified)
-16	O=C(CC12CC3CC(CC(Br)(C3)C1)C2)NCC1CCCO1 (stereo unspecified)
-22	CN(C)c1nc(N)nc(CSc2nnnn2-c2ccc(F)cc2)n1
-9	Cc1nnc(-c2cccc(NC(=O)C3CCCCN3C(=O)c3cccs3)c2)s1 (stereo unspecified)
-8	Cn1cnc2c1c(=O)n(CC(=O)NC13CC4CC(CC(C4)C1)C3)c(=O)n2C
32	N#Cc1c(NC(=O)Cn2ncc(Cl)c(Cl)c2=O)sc2c1CCC2
-8	CC(=O)Nc1ccc(Nc2nnc(Cc3ccc(C)cc3)c(=O)[nH]2)cc1
-2	CC(C)CCC(=O)N1CCC(N2CCC(C(=O)NCc3ccccn3)CC2)CC1
-4	Cc1ccc(S(=O)(=O)Nc2cccc3cccnc23)c(C)c1
-14	CNC(=O)c1ccc(-c2cccc(C(C)N3CCCC3)c2)o1 (stereo unspecified)
-2	CCN(CC)C(=O)Oc1ccc2c(ccn2Cc2cccc(C(F)(F)F)c2)c1-c1ccc(OC)cc1
-7	CCN(CC)c1ccc(NC(=S)NC(C)C)cc1
3	COC(=O)c1ccc(NC(=O)c2cn(-c3ccccc3)nn2)s1
-6	COc1ccccc1C1C2=C(CC(C)(C)CC2=O)OC2(O)CC(C)(C)CC(=O)C12 (stereo unspecified)
-9	CC1=CC(=NNC(=O)c2cccc(S(=O)(=O)N3CCOCC3)c2)CC1
-5	CCn1nnnc1-c1ccc(OC)c(S(=O)(=O)NCCc2ccccc2)c1
-23	Cc1ccc(NC(=O)CC(=O)NCCc2sccc2C)cc1
-35	CCOC(=O)[C@@H](NC(=O)CC(C)n1cccc1)C(C)(C)C (stereo partly specified)
-3	Cc1cc(-c2ccccc2)nc2c1C(=O)CC(C)(C)C2
-4	CC(=O)C(C)n1c(=O)c2c(nc3n(-c4ccccc4)c(C)cn23)n(C)c1=O (stereo unspecified)
-4	CC(NC(=O)c1ccc(=O)[nH]c1)c1nc(C(C)(C)C)cs1 (stereo unspecified)
1	CC1C(C)S(=O)CCN1C(=O)Cc1ccc(Br)cc1 (stereo unspecified)
-31	CC(=O)c1cccc(-n2c(CCC(=O)O)ccc2-c2ccc(C)cc2)c1
-1	CCN(CC)C(=O)CSc1nc2ccccc2c(=O)n1-c1cc(C)ccn1
5	Cc1n[nH]c(C)c1Sc1ccccc1NC(=O)CC1NC(=O)NC1=O (stereo unspecified)
-2	CN(C)c1nc(N)nc(CSCc2ccc(F)cc2Cl)n1
9	O=C(CNS(=O)(=O)c1cc(F)cc(F)c1)NC1CC1
